ALOX12 inh = inhibitors of human 12S-lipoxygenase ALOX12; AID 1671190; P18054; 580,000 compounds, 1.1% hits; purified 12hLO, xylenol orange hydroperoxide absorbance; Potency, µM (doses to about 108 µM), inactives show top-dose activity change, negative = inhibition, actives largely listed as inhibitors; active = well fitted inhibition curve with a large enough effect; inconclusive = small, poorly fitted or top-dose-only effect, or another doubt; inactive = no such curve, though single readings can be large or run the other way
Target sequence (P18054 whole entry, looked up): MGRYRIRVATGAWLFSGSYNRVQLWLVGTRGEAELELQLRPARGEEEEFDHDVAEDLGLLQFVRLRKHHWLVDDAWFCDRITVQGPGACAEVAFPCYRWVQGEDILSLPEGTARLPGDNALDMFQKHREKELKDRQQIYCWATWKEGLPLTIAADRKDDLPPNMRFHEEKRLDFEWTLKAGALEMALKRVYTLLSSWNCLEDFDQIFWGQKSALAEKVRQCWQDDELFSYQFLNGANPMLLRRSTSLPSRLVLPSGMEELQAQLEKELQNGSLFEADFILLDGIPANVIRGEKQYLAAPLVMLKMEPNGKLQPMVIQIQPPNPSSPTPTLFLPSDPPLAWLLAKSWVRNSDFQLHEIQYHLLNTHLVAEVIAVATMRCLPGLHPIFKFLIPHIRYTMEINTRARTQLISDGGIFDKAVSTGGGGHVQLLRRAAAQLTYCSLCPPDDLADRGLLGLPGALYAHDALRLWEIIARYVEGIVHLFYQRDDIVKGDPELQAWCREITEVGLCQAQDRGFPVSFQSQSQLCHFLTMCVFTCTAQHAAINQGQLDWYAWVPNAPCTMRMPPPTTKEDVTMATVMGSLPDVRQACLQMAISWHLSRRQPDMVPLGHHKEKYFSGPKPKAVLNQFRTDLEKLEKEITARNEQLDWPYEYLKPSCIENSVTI
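Hydroperoxide product was detected by ferrous iron/xylenol orange as the 573 to 405 nm absorbance ratio. Arachidonic acid at 40 uM (final) was turned over for 30 min at room temperature by 150 nM human 12hLO, pH 7.0 Hepes buffer, after 15 min compound preincubation.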
* hit, by the source's call; ? = inconclusive; [ ] = remark or other dose. % is scaled to controls: 0 for no effect and ±100 for the full control effect; potency is read from the fitted curve at half-maximal effect. An excerpt. The share of hits here may be higher or lower than overall.

ALOX12 inh | smiles
17% | CCOc1ccc(Cl)cc1CN(C)C(=O)C1CC(=O)N(CC)C1 (centres undefined)
? | c1ccc(-c2nnc(CSc3nnnn3C3CCCC3)o2)cc1
36%[activator] | C/C(=N/O)c1cnn(-c2ccccc2)c1C
8% | COc1ccc(C)cc1NC(=O)N1CCC(OC2CCN(S(C)(=O)=O)CC2)CC1
-9% | CC(=O)N1CC2(Cc3ccccc31)CN(C(=O)Nc1ccc(Cl)cc1)C2
-2% | COc1ccc(CCNC(=O)CCc2nnc(-c3cccc(OC(C)C)c3)[nH]c2=O)cc1
22% | COC(=O)[C@]12C[C@H](CC(=O)NCc3ccccc3)C(=O)N(Cc3ccccc3)C1=C[C@H](COCc1ccccc1)O[C@@H]2C
1%[176 µM] | CC(C)Cc1cc(C[C@@H]2C[C@H](NC(=O)c3ccco3)C2(C)C)no1
26% | Cc1cnc(C(=O)N2CCCC(C(=O)NCc3ccccc3)CCNC(=O)CC2)cn1 (centres undefined)
0% | O=C(c1n[nH]c2c1CCCC2)N1CCc2c(nc3cc(-c4ccccc4)[nH]n3c2=O)C1
-7% | NC(=O)[C@@H](Cc1c[nH]c2ccccc12)NC(=O)[C@@H]1[C@@H](NC(=O)NC2CCCCC2)CCN1C(=O)c1cnccn1
75%[activator] | CN(C)C[C@@H]1CN(c2ncccn2)C[C@H]1NC(=O)c1ccc2[nH]ccc2c1
0% | COc1cc(NC(=O)Cn2cnc3c(sc4ncccc43)c2=O)cc(OC)c1OC
-20% | Cc1ccc2c(=O)cc(C(=O)NCC(c3cccs3)N3CCCCCC3)oc2c1C (centres undefined)
? | Cc1ccc([S+](=O)([O-])NC[C@@H]2CC[C@H]3C[C@@H]2C3(C)C)cc1
36%[activator] | O=C(Cn1nc2c(cc1=O)CCCCC2)Nc1cc(F)c(F)c(F)c1
-4% | O=C(CC1CCOCC1)N1CCN(Cc2ccc(F)cc2F)CC1
-30% | O=c1nc(-c2ccc(Cl)cc2)c2ccccc2[nH]1
? | Cc1ccccc1C(=O)Nc1nc(-c2ccc(Cl)s2)cs1
10%[6.33 µM] | CN(C)CC(=O)N1Cc2ccccc2CC2(CCN(CC3CCOCC3)C2)C1 (centres undefined)
10% | CNC(=O)N1C[C@@H](Oc2ccccc2)C[C@H]1C(=O)N1CCOCC1
0% | COc1ccc(N2C(=O)c3[nH]nc(-c4ccccc4)c3C2c2cccc(C(F)(F)F)c2)cc1 (centres undefined)
? | O=C(CCc1nc2ccc(Cl)cc2[nH]1)N1CCc2c(nc3cc(-c4ccccc4)[nH]n3c2=O)C1
6%[6.33 µM] | CS(=O)(=O)N1CC2(CCN(CC3CCCCC3)C2)Cc2ccccc21 (centres undefined)
-7% | COC(=O)c1ccc(CN2CCCC2)cc1
6% | Cc1ccc(NC(=O)N2CCCC2c2nncn2C2CCCC2)cc1F (centres undefined)
-27% | COCCNC(=O)CNC(=O)c1nn(-c2ccc(OC)cc2OC)c(=O)c2ccccc12
18% | CN1CCC(CNc2ncc(C(C)(C)C(=O)O)c(N3CCOCC3)n2)C1 (centres undefined)
1% | Clc1ccc(-c2nc(-c3ccncc3)no2)cc1
-14% | COc1ccccc1N(C)S(=O)(=O)c1ccc(C(=O)Nc2c(C)cccc2C)cc1

A different layout for some results above:
structure: COc1ccc(N2C(=O)c3[nH]nc(-c4ccccc4)c3C2c2cccc(C(F)(F)F)c2)cc1 (centres undefined)
  ALOX12 inh: 0%
structure: CC(=O)N1CC2(Cc3ccccc31)CN(C(=O)Nc1ccc(Cl)cc1)C2
  ALOX12 inh: -9%

Additional records:
ALOX12 inh | smiles
-23% | O=[N+]([O-])c1ccc2c(c1)CCO[C@@]21O[C@H](CCO)C[C@H](O)[C@H]1O
-1% | Cc1cc(C)n(-c2nc(-c3ccccc3)cc(=O)n2CC(=O)Nc2ccccc2)n1
20% | Cn1cc(C(=O)N2CCC(N(C3CCOCC3)S(C)(=O)=O)CC2)cn1
-5% | CC(NC(=O)COC(=O)Cc1n[nH]c(=O)c2ccccc12)c1ccccc1 (centres undefined)
30%[activator] | Cn1cnc(S(=O)(=O)N2CCC(Cc3ccc(C(N)=O)cc3)CC2)c1
? | O=C(O)/C(=C\c1cccnc1)NC(=O)c1ccccc1
-13% | COC(=O)C1=C(C)N(C)C(=NCc2ccc(OC)cc2)NC1c1ccccc1 (centres undefined)
? | C(=N\N=C(c1ccccc1)c1ccccc1)/c1c[nH]c2ccccc12
2% | CN(Cc1ccc(F)cc1F)S(=O)(=O)c1cccc2nsnc12
22%[176 µM] | COc1ccc(Nc2cnc3ccc(-c4ccc(OC)nc4)nn23)cc1
? | COc1ccc(-c2noc(CC3CCN(C(=O)Cc4ccc(C)cc4)CC3)n2)cc1
3% | COc1ccc(/C=C/c2cc(OC)c(OC)cc2CC[N+](C)(C)C)cc1
67%[activator] | O=C(/C=C/c1cccc2ccccc12)NC1CCCC1
-3% | CC(=O)Nc1ccc(/C=N/Nc2ccc(S(N)(=O)=O)cc2[N+](=O)[O-])cc1
-14% | C[C@@H]1ON(C)[C@H]2C[C@H]3c4[nH]c5cccc(-c6ccccc6F)c5c4CCN3C(=O)[C@@H]12
-5% | CN(C)c1cccc(Oc2nnnn2[C@H]2CO[C@H]3[C@@H]2OC[C@@H]3NC(=O)NC2CCCCC2)c1
7% | CCC(C)(C(=O)NC1CCCCC1)N(Cc1cccs1)C(=O)CNC(=O)c1ccccc1 (centres undefined)
? | COc1cc(-c2nc(-c3c(C)noc3C)cc3cc(CN(C)C)oc23)ccn1
-23% | CCOC(=O)C1C(c2ccc(OC)c(OC)c2)NC(=O)NC1(O)C(F)(F)F (centres undefined)
41%[activator] | COc1ccc(NC(=O)Cn2nc3n(c2=O)CCCCC3)cc1Cl
43% | CC(C)c1nc2c(c(-c3ccc(Cl)cc3)n1)CN([S+](=O)([O-])c1cccs1)CC2
12% | CC(=O)NC1CCN(C(=O)N2CC3CC(C2)[C@H]2CCCC(=O)N2C3)CC1 (some centres undefined)
84%[activator] | O=C1C(N2CCN(S(=O)(=O)c3ccc(F)cc3F)CC2)CCN1Cc1ccccn1 (centres undefined)
53% | O=C(CCc1ccccc1)N1CC=C(c2c[nH]c3ccccc23)CC1
? | Cc1cc(C)cc(C(=O)NCCc2noc(C)n2)c1
80%[activator] | CN(C)c1cccc(C(=O)NC2CCN(c3cc(-c4ccc(F)cc4)[nH]n3)CC2)c1
? | O=C(c1cc(F)ccc1F)N1CCCC(Cc2nncn2CC2CC2)C1 (centres undefined)
-25%[176 µM] | CCC(CC)Nc1ncnc2c1CN(C1CCC1)C(=O)CN2C
64%[activator] | Cc1ccc(-c2nc(CNC(=O)[C@@H](N)[C@@H](C)O)[nH]c2-c2ccccn2)cc1
? | CCCCn1c(=O)[nH]c(=O)c2c1nc(COC(=O)c1cc(C)cc(C)c1)n2CCC

An excerpt of these results, in CSV form.
SMILES,ALOX12 inh
CC(=O)Nc1ccc(/C=N/Nc2ccc(S(N)(=O)=O)cc2[N+](=O)[O-])cc1,-3%
O=[N+]([O-])c1ccc2c(c1)CCO[C@@]21O[C@H](CCO)C[C@H](O)[C@H]1O,-23%
COc1ccc(/C=C/c2cc(OC)c(OC)cc2CC[N+](C)(C)C)cc1,3%
O=C(CCc1ccccc1)N1CC=C(c2c[nH]c3ccccc23)CC1,53%
C(=N\N=C(c1ccccc1)c1ccccc1)/c1c[nH]c2ccccc12,?
CN(C)c1cccc(C(=O)NC2CCN(c3cc(-c4ccc(F)cc4)[nH]n3)CC2)c1,80%[activator]

Later entries
ALOX12 inh | smiles
22% | CNC(=O)CCC[C@@H]1[C@H]2CCCN3CCC[C@@H](CN1C(C)=O)[C@@H]23
28% | Cc1cc(C)cc(Nc2nc(-c3ccccc3F)no2)c1
-29% | CCc1cccc2c(C(=O)COC(=O)c3cc(S(=O)(=O)N4CCOCC4)ccc3F)c[nH]c12
8% | CSCC(=O)N1C[C@@H](NC(=O)NC2CCCCC2)C[C@H]1C(=O)N[C@H](Cc1c[nH]c2ccccc12)C(N)=O
-3% | CC(C)CC(=O)NCCc1noc(C2CC2)n1
-10% | COC(=O)[C@]12C[C@H](CC(=O)NCCC(C)C)C(=O)N(Cc3ccccc3)C1=C[C@H](C(C)(C)C)O[C@@H]2C
? | CCOc1ccc(-c2cc(C(=O)NCCCN3CCN(C)CC3)c3ccccc3n2)cc1
-17% | CCc1ccc(C(=O)NCc2cccc(C)c2)cc1
79%[activator][176 µM] | COc1ccc(CN2CCC3(CC2)CC(=O)c2ccccc2O3)cc1
14% | Cc1[nH]c2ccc(F)cc2c1CCN(Cc1ccncc1)C(=S)NC(C)(C)C
-1% | COCCc1noc(C2CN(C(=O)COc3ccc(F)cc3)C2)n1
13% | Cc1c(Cl)cccc1NC(=O)C[C@H]1NC(=O)c2ccccc2NC1=O
1% | O=C(NC1CC1)C1CCN(Cc2nc(-c3ccccc3)no2)CC1
47%[activator] | CC(C)c1noc(-c2cccn3c(CNC(=O)c4cccc(F)c4)nnc23)n1
29%[176 µM] | Cc1ccc(C(=O)N[C@@H]2C=C(C(=O)NCC(N)=O)C[C@@H](O)[C@@H]2O)cc1
? | CC(C)c1nc(NCCCN(C)C)c(C#N)c2c1CCCC2
23% | CC(C)C(=O)N1CCC(Cc2ccc(C(N)=O)cc2)CC1
? | CCOCCOc1cccc(N)c1
62%[activator] | Cn1nccc1C(=O)N1CC[C@H]2C(=O)NCCCCCCN(Cc3ccncc3)[C@@H]2C1
8% | CCn1c(NC(=O)CCc2nc(-c3ccc(OC)c(OC)c3)no2)nc2ccccc21
39% | COC(=O)N1CCC2(C1)C(=NC1CCCC1)NC(=O)N2c1cccnc1 (centres undefined)
? | Cc1nc(-c2ccc(F)cc2)n(CC(=O)Nc2ccc(F)cc2)c(=O)c1CCO
-4% | CCc1cccc(NC(=O)C2(C)CCCCC(=O)N2)c1 (centres undefined)
? | COc1ccc(Br)cc1/C=C(/C#N)C(=O)C(C)(C)C
4% | Cc1cc(C(=O)N2C[C@@H](CO)[C@H](c3ccccn3)C2)ccn1
-26% | NC(=O)c1ccc(NS(=O)(=O)c2ccccc2[N+](=O)[O-])cc1
7% | Cn1cc(C2c3ccccc3C(=O)N2CC(=O)NCC(N)=O)c2ccccc21 (centres undefined)
8% | CC(=O)NC1(C)CCCCC1
16% | CN1[C@@H](CCC(=O)NCc2ccccc2)CNC(=O)[C@@H]2[C@H]1CCN2Cc1cccc(Cl)c1
-1% | COc1ccccc1N1CCN(c2nc(CNC(=O)c3ccc(C)c(C)c3)nc3ccccc23)CC1
-3% | O=C1CCN(C(=O)c2ccco2)CCCC(CO)CCN1 (centres undefined)
9%[176 µM] | CC1(C(=O)NCC2CCCO2)CCCc2cnc(Nc3ccccc3)nc21 (centres undefined)
-4%[176 µM] | Fc1ccc(-c2ccc3ncc(Nc4ccc(Cl)cn4)n3n2)cc1
60%[activator] | COCC(=O)NC1CCC12CCN(C(=O)c1cccc3[nH]ccc13)CC2 (centres undefined)
16% | OCC1(Cc2ccccc2F)CCCN(c2nccc(C(F)(F)F)n2)C1 (centres undefined)
8% | Cc1cccc2c(=O)c3c(O)cc(OCC(=O)Nc4ccc(Br)cc4)cc3oc12
41%[activator] | CCOC(=O)COc1ccc2cc(-c3ccccc3)c(=O)oc2c1
-22% | Cc1cc(Cl)c(Cl)cc1S(=O)(=O)N(C)C
? | CN(C)C(=O)c1ccc(NC(=O)COc2ccc(-c3ccc(Br)cc3)cc2)cc1
50%[activator][176 µM] | O=C(C1CCCC1)N1CCOC[C@H](Oc2ccc(C(F)(F)F)cn2)C1
? | COc1cccc(Cn2c(C)c(CNCCc3c[nH]c4ccccc34)c(C(=O)O)c2C)c1
2% | O=c1[nH]c(=O)n(CC2CCCO2)c2nccc(-c3ccc(-c4ccccc4)cc3)c12 (centres undefined)
? | CCc1nc(N2CCc3ccccc3C2)ncc1C(=O)O
? | NCC(O)C(F)(F)F (centres undefined)
9% | CCc1ccc2c(CN3CCC4(CC3)OCCO4)cc(=O)oc2c1
38%[activator] | Cc1ccc(NC(=O)c2cc3c(N4CCSCC4)nc(C)cn3n2)cc1
1% | O=C(CSc1ncccn1)Nc1nc2ccccc2s1
45%[activator] | O=C1CCCCC(Cc2ccccc2)(C(=O)NCc2cccc(C(F)(F)F)c2)N1 (centres undefined)
? | COc1ccc(-c2coc3cc(OCCN4CCCCC4)ccc3c2=O)cc1
? | Oc1ccccc1CNC[C@H]1O[C@H](Cc2cc(CN3CCCCC3)on2)CC[C@@H]1O
21% | Cc1ccc(C(=O)Nc2ccc3c(N4CCCCC4)ncnc3c2)cc1F
? | Cc1nn2c(=O)cc(CN3CCN(c4ncccn4)CC3)nc2s1
-5% | COc1ccc2[nH]c(=O)c(CCC(=O)N3CCN(c4ccccn4)CC3)cc2c1
-2% | CCn1cnnc1-c1nn(C)c2c1CN(C(=O)CC(C)C)CC2
23% | O=S(=O)(CCN1CCN(c2ccccc2)CC1)c1ccccc1
0% | CC/C=C\CCOC(=O)CC
61%[activator] | CN1CCCN(C[C@@H]2CN(C(=O)c3ccnc4ccccc34)C[C@@H]2CO)CC1
47%[activator] | O=C(NCC1CCN(c2cc(-c3ccc(F)cc3)[nH]n2)CC1)c1cc(C2CC2)[nH]n1
38%[activator][176 µM] | CC(=O)Nc1ccc(CN(C)C2CCc3ccccc32)cc1 (centres undefined)
1%[176 µM] | Cc1ccccc1C(=O)NC[C@@H]1CC[C@H]2C[C@@H]1C2(C)C

Among those listed so far, three contain a tert-butyl group.
ALOX12 inh | smiles
-10% | COC(=O)[C@]12C[C@H](CC(=O)NCCC(C)C)C(=O)N(Cc3ccccc3)C1=C[C@H](C(C)(C)C)O[C@@H]2C
14% | Cc1[nH]c2ccc(F)cc2c1CCN(Cc1ccncc1)C(=S)NC(C)(C)C
? | COc1ccc(Br)cc1/C=C(/C#N)C(=O)C(C)(C)C

Two entries from above in another layout.
Compound	ALOX12 inh
COCC(=O)NC1CCC12CCN(C(=O)c1cccc3[nH]ccc13)CC2 (centres undefined)	60%[activator]
O=C1CCN(C(=O)c2ccco2)CCCC(CO)CCN1 (centres undefined)	-3%
